# High-throughput results (PubChem BioAssay)
# LDHA inh = qHTS assay for inhibitors of human lactate dehydrogenase; 480,000 compounds, 0.15% hits; L-lactate dehydrogenase A chain (Homo sapiens), P00338; activity change, % (values are at about 110 or 230 µM); purified LDHA, NADH/diaphorase-resazurin fluorescence; hits give low values; in the data active = activity change below about -30%; inconclusive = mostly about -25% to -30%;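 also: plate controls were DMSO wells for no effect and wells without enzyme for full effect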
#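 Human LDH5 at 2 nM final in Tris HCl pH 7.4 with 0.06 mM NADH and 0.2 mM pyruvate, reacted 5 minutes at room temperature. Remaining NADH coupled via diaphorase/resazurin; resorufin fluorescence read at 0 and 20 minutes, normalized to enzyme-free and DMSO wells.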
# ALOX12 inh = Primary qHTS assay for inhibitors of human arachidonate 12S-lipoxygenase (ALOX12): Round 2. Potency, µM (highest dose often 108 µM), for the others: at the top dose activity change, negative = inhibition, hits mostly inhibitors. Polyunsaturated fatty acid lipoxygenase ALOX12 (Homo sapiens), P18054. AID 1671190, 2021. 580,000 compounds, 1.1% hits. purified 12hLO, xylenol orange hydroperoxide absorbance; also: potency is read from the fitted curve at half-maximal effect; % is scaled to controls: 0 for no effect and ±100 for the full control effect
#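 Purified human 12hLO (150 nM final) in 25 mM Hepes, 0.01% Triton X-100, pH 7.0 was preincubated 15 min at room temperature with compound. Then 40 uM arachidonic acid was added, 30 min. Hydroperoxide was read by Fe-XO absorbance ratio 573/405 nm.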
# ERG-DNA inh = qHTS for Small Molecule Inhibitors of the ERG Ets/DNA interaction; Transcriptional regulator ERG (Homo sapiens), P11308; fluorescence polarization, His-ERG Ets domain / labelled DNA; Potency, µM (series often up to 76.9 µM), inactives show at the top dose FP activity, negative = inhibition, actives largely listed as inhibitors; 370,000 compounds, 0.028% hits; active = well fitted inhibition curve with a large enough effect in the polarisation, with a control signal flat; inconclusive = small, poorly fitted or top-dose-only effect, or effect the other way, or a change in a side signal; inactive = no such curve, though single readings can be large or run the other way; the % refers to the polarisation;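 also: polarization taken with two DNA probes labelled with fluorescein and Texas red; potency is read from the fitted curve at half-maximal effect; % of control where 0% means no effect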
# Target sequence (P11308 whole entry, looked up, the tested form may be a part): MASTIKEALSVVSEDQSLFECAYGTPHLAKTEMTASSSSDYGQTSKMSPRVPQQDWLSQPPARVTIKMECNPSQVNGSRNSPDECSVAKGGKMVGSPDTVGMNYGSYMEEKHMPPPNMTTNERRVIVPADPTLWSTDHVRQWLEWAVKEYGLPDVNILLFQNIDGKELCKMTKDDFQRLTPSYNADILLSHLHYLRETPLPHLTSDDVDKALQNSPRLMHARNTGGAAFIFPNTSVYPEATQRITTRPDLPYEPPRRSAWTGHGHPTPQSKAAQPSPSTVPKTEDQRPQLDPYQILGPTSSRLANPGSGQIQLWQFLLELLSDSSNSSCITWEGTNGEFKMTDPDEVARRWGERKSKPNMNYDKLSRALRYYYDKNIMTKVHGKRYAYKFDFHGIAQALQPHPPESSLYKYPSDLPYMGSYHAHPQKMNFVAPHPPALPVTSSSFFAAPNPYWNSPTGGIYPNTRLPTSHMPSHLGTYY
#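 His-tagged ERG Ets domain (1 uM in the protein solution; 300mM KCl, 50mM Tris-HCl, 1mM EDTA, 1mM DTT, pH 7.5) received compound, then a probe mix of 5 nM fluorescein-DNA and 100nM Texas-615-DNA. Fluorescence polarization was read for both dyes.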
# Vif-APOBEC3G blk = qHTS for Inhibitors of Vif-A3G Interactions: qHTS; Potency, µM (series often up to 46.1 µM), for the others: top-dose activity, negative = active, actives largely listed as inhibitors; 410,000 compounds, 0.076% hits; HeLa A3G-eYFP + Vif (tagged APOBEC3G with the HIV-1 protein that degrades it), YFP fluorescence, overnight; DNA dC->dU-editing enzyme APOBEC-3G (Homo sapiens), Q9HC16; AID 602310, 2012;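 also: potency is read from the fitted curve at half-maximal effect; % is scaled to controls: 0 for no effect and ±100 for the full control effect; nearly all actives have a fitted effect of over 60% in size; hits raise eYFP signal because A3G escapes Vif-driven loss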
# Target sequence (Q9HC16 whole entry, looked up): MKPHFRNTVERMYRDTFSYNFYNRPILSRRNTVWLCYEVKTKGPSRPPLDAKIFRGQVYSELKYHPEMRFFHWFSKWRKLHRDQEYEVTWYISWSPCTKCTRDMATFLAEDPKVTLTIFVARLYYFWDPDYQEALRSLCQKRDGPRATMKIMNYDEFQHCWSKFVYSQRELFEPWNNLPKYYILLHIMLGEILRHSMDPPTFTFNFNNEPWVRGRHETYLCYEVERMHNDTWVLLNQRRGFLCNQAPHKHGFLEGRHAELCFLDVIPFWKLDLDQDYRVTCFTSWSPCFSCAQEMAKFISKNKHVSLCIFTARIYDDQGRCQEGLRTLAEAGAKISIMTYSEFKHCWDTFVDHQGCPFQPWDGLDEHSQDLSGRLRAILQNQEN
#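 Read-out is eYFP fluorescence (Ex 488/Em 500-530) from Vif-expressing HeLa A3G-eYFP cells; more signal means A3G escaped Vif-mediated degradation. Cells plated overnight, compound pinned in, incubated overnight at 37 deg C.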
# D2 ag = HTS Assay for Allosteric Agonists of the Human D2 Dopamine Receptor: Primary Screen for Agonists | 340,000 compounds, 0.53% hits | HEK293 T-REx D2 cells, calcium flux agonist mode | D(2) dopamine receptor (Homo sapiens), P14416 | activation, % at 2 µM;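 active = activation over 3 SD above normal in the single-dose calcium agonist read, cut at about 30% in these data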; also: 0% is about no effect
#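 Calcium-flux readout, 1 cycle/sec over 180 s following compound pin transfer, in inducible HEK293 Trex D2 cells (force-coupled); dopamine controls included. Positive calcium responses during this window marked compounds as potential agonists.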
# Glioma ERSR ind = qHTS for Inducers of the Endoplasmic Reticulum Stress Response (ERSR) in Human Glioma: qHTS; U87-MG GRP78 promoter luciferase reporter, 16 h; Potency, µM, for the others: top-dose activation, hits mostly activators; 420,000 compounds, 0.02% hits; AID 602332, 2012; also: potency is read from the fitted curve at half-maximal effect; series mostly up to about 76 µM; % of control where 0% means no effect; nearly all actives have a fitted effect of over 35% in size
#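 Stably transfected U87-MG glioma cells carrying a GRP78-based luciferase sensor; 16 h compound incubation. Luminescence end-point read 10 min after Bright-Glo addition at room temperature.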
# RGS4 inh = Inhibitors of Regulator of G Protein Signaling (RGS) 4: qHTS. 390,000 compounds, 0.039% hits. Regulator of G-protein signaling 4 (Homo sapiens), P49798. Transcreener GDP fluorescence polarization, RGS4-accelerated GTP hydrolysis. Potency, µM (series often up to 114 µM), inactives show at the top dose activity change, negative = inhibition, most hits filed as inhibitors; also: potency is read from the fitted curve at half-maximal effect; % is scaled to controls: 0 for no effect and ±100 for the full control effect; nearly all actives have a fitted effect of over 75% in size; some results filed as inactive show a strong effect at the top dose
# Target sequence (P49798 whole entry, looked up): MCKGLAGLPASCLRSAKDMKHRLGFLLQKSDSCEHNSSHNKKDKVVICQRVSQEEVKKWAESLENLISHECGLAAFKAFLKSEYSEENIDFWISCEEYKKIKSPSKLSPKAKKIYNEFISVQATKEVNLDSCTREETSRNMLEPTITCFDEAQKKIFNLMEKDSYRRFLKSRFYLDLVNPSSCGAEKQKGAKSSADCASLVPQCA
#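 MLSMR compounds (23 nl, pin-transferred) preincubated 10 min at room temperature with a 500nM (2x) first reagent, then RGS4 at 900nM (2x) plus Transcreener GDP mix added; fluorescence polarization (620/688 nm) read before and after 90 min at 30 °C.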
# Vif-A3F inh = qHTS for Inhibitors of Vif-A3F Interactions: qHTS; HeLa A3F-eYFP + Vif (tagged APOBEC3F with the HIV-1 protein that degrades it), YFP fluorescence increase; 390,000 compounds, 0.2% hits; Potency, µM (doses to about 46.1 µM), inactives show at the highest dose activity, negative = active; also: potency is read from the fitted curve at half-maximal effect; % of control where 0% means no effect; nearly all actives have a fitted effect of over 65% in size
#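 Fluorescence increase (Ex 488/Em 500-530) after overnight compound treatment at 37 deg C flags inhibition of Vif-driven A3F-eYFP loss in stable HeLa A3F-eYFP/Vif cells seeded overnight beforehand.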
# D2 antagonist = HTS Assay for Allosteric Antagonists of the Human D2 Dopamine Receptor: Primary Screen for Antagonists; D(2) dopamine receptor (Homo sapiens), P14416; HEK293 TREx D2 cells, calcium flux, dopamine EC80; inhibition, % at 10 µM; 340,000 compounds, 2% hits; AID 485344, 2010; in the data active = inhibition above about 30%; also: 0% is about no effect
#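 Overnight-induced (tetracycline, 30 C) HEK293 T-REx cells carrying force-coupled D2 receive a no-wash calcium dye, then compound, then EC80 dopamine at 180 s; signals are read kinetically throughout.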
# Starred values were filed as active, the others as inactive; ? = inconclusive; . = no result given; [ ] = remark or other dose. Unless noted, calls follow the shape of the dose curve; as a rule, active = well fitted curve in the direction sought with a large enough effect; inconclusive = small, poorly fitted or top-dose-only effect, or another doubt; inactive = no such curve, though single readings can be large; an effect the other way counts as inactive or inconclusive.
SMILES,LDHA inh,ALOX12 inh,ERG-DNA inh,Vif-APOBEC3G blk,D2 ag,Glioma ERSR ind,RGS4 inh,Vif-A3F inh,D2 antagonist
CCOc1cc(/C=C2\SC(N3CCCCC3)=NC2=O)ccc1O,2,?,5%,-4%,0.6,8%,8%,?,-7
CCOP(=O)(OCC)c1nc(-c2ccc(Cl)cc2)oc1NCc1ccccc1,2,?,2%,-8%,1.0,8%,-4%[56.9 µM],-7%,-14
Cc1onc(-c2c(Cl)cccc2Cl)c1C(=O)NC(=S)Nc1sc2c(c1C(N)=O)CCC(C)C2 (configuration not stated),-5,-20%,-1%,-5%,1.2,-3%,-33%,-11%,-12
Cc1ccc(C(=O)c2c[nH]c(C(=O)NCCCN3CCOCC3)c2)cc1,-8,-20%,4%,-9%,0.0,2%,-8%,1%,-17
CCOC(=O)C1=C(c2ccccc2)N=C2SCC(=O)N2C1c1ccc(O)c(OC)c1 (configuration not stated),-4,16%,.,0%,0.0,-2%,-16%,-4%,-14
CCN(CC)S(=O)(=O)c1ccc(=O)n(CC(=O)N2Cc3ccccc3CC2C(N)=O)c1 (configuration not stated),-2,0%,-3%,-1%,-0.4,-2%,1%,-14%,-6
COc1ccc(NC(=O)NNC(=O)C(C)Oc2ccc3ccccc3c2)cc1OC (configuration not stated),3,137%[activator],6%,1%,-0.7,-3%,-14%,2%,-11
CCOC(=O)COc1ccccc1C1Nc2ccccc2C(=O)N1c1cccc(Cl)c1 (configuration not stated),3,-10%,.,-4%,.,4%,8%,0%,.
COc1ccc(C2CC(=O)c3c(C)nc(N4CCN(c5ccccc5)CC4)nc3C2)cc1 (configuration not stated),-13,-14%,0%,-7%,-1.7,-4%,12%,.,9
CCCCN(CC)C(=O)CSc1nc2ccccc2c(=O)n1Cc1ccco1,3,-3%,2%,2%,-2.7,-2%,-18%,-7%,.
COC(=O)c1ccccc1N(C)S(=O)(=O)c1cc2c(cc1C)OCC(=O)N2,-2,-4%,-2%,-29%,0.4,-3%,-18%,3%,9
CCc1cccc(OCCOC(=O)CNS(=O)(=O)c2ccc(NC(C)=O)cc2)c1,-2,-24%,0%,1%,-0.9,-4%,-22%,4%,-16
Cc1ccccc1NC(=O)/C=C/c1cccs1,-8,-24%,2%,-1%,0.0,4%,-25%,3%,-28
COc1ccc2nc3oc(C(=O)Nc4ccc(OC)c(OC)c4)cc3cc2c1,1,14%,-5%,-5%,0.1,-6%,4%,-14%,-7
COc1ccc(C(=O)/C=C/c2ccc(OC)c(O)c2)c(F)c1,3,?,-8%,-21%,0.2,?,-29%,1%,8
COc1ccc(N2CCN(C(=O)CSc3nnnn3C3CC3)CC2)cc1,-1,-7%,1%,0%,1.0,1%,-8%,2%,32*
Cc1ccccc1NC(=O)NCCCN1CCCC1=O,-6,0%,2%,-5%,0.8,-2%,-26%,1%,0
CC(C)OC(=O)Cn1nnc(-c2ccccc2)n1,-4,0%[57.4 µM],-8%,5%,-1.2,0%,-26%,-2%,9
N#CCCCn1c(=O)oc2ccccc21,-6,2%,2%,-7%,1.3,-2%,28%,0%,14
OCCN1CCOCCOc2ccccc2OCCOCC1,-3,0%,-3%,1%,-0.5,-3%,2%,2%,-8
CCCCn1cnc2c(SCc3ccc(Cl)cc3)nc(N)nc21,-1,-25%,-5%,1%,.,-3%,-3%,-5%,.
Oc1ccccc1C(=S)N1CCCCC1,-1,?,-3%,-1%,.,-3%,-18%,1%,.
CCOC(=O)c1c(/N=C/c2cc(OC)cc([N+](=O)[O-])c2O)sc(C)c1C,6,?,0%,1%,-1.4,-3%,-28%,1%,0
COc1ccc(OC)c(NC(=O)CN(C)CCOc2ccc(Br)cc2)c1,6,3%,-4%,-1%,-2.1,-3%,19%,-9%,-10
CCOc1ccc(NC(=O)C(=O)NCCN2CCN(S(=O)(=O)c3ccc(C)cc3)CC2)cc1,-13,-10%,-1%,3%,1.2,-4%,17%,-6%,-1
# The listing continues.
SMILES,LDHA inh,ALOX12 inh,ERG-DNA inh,Vif-APOBEC3G blk,D2 ag,Glioma ERSR ind,RGS4 inh,Vif-A3F inh,D2 antagonist
CC(C)CCN(C(=S)NC(=O)C1CCCCC1)c1c(N)n(Cc2ccccc2)c(=O)[nH]c1=O,-1,-12%,0%,-4%,1.3,-7%,-49%,-8%,-15
Cc1ccn2c(=O)nc(SCC(=O)NCCc3ccccc3)nc2c1,-5,-22%,-2%,0%,0.8,-5%,-14%,-2%,-9
Cc1nc(S(=O)(=O)c2ccc(Cl)cc2)c(N(C)C)o1,-1,-15%,0%,1%,0.0,-3%,-8%,1%,-6
COc1ccc(NC(=O)c2cc(-c3ccncc3)nc3ccc(Br)cc23)cc1OC,-2,0%,-8%,?,1.6,-9%,-21%,-9%,-18
Cc1ccc(N/N=C/c2ccncc2)cc1,2,?,7%,-18%,-0.6,?,18%,-21%,-7
O=C(Nc1cccc(C(F)(F)F)c1)C1CCN(S(=O)(=O)c2cccc3nsnc23)CC1,-1,-22%,-2%,-1%,-0.3,-4%,5%,-1%,.
CC(C)(C)OC(=O)C[C@H]1C/C=C\C[C@@H](CC(=O)N(CCO)Cc2ccccc2)C(=O)NC[C@@H](c2ccccc2)OC1=O,-5,11%,4%,-1%,.,0%,9%,0%,.
CCN(C(=O)COC(=O)c1cc(OC)ccc1Br)C1CCS(=O)(=O)C1 (configuration not stated),-4,-19%,-5%,-1%,.,1%,8%,-13%,.
CCn1c(SCC(=O)NNC(=O)Cc2ccccc2)nnc1-c1ccccc1,8,3%,-2%,-3%,-0.3,-1%,8%,-4%,-10
O=C(O)c1ccc(CN2C(=O)c3cccc4c([N+](=O)[O-])ccc(c34)C2=O)cc1,30,.,16%,9%,1.3,-10%,2%,-5%,4
Cc1ccc(NC(=O)CCCc2nc3ccccc3s2)c(O)c1,-1,7%,22%,-1%,.,-2%,15%,8%,.
Cc1csc2nc(-c3cccc(NC(=O)C(C)C)c3)cn12,3,-2%,3%,1%,.,8%,-15%,0%,.
COc1ccc(OCC(=O)N2CCN(C(=O)c3cccc(OC)c3)CC2)cc1,1,-23%,-5%,-1%,0.6,-5%,-5%,4%,.
Cc1noc(NS(=O)(=O)c2ccc(N/C=C/C(=O)c3ccccc3)cc2)c1C,-12,-17%,4%,-1%,-0.6,4%,4%,-1%,-4
O=C(Nc1ccc(S(=O)(=O)N2CCCC2)cc1)c1ccc(CN2CCOCC2)cc1,-11,-15%,2%,1%,2.0,-4%,-9%,6%,-6
COc1ccc(N2CCN(C(=O)Cn3cnc4nc5c(cc4c3=O)CCCC5)CC2)cc1,5,-13%,-3%,5%,-0.3,-4%,-27%,2%,.
CCOC(=O)C1=C(C)N(CC)C(=S)NC1c1ccc(Cl)cc1 (configuration not stated),-1,?,-7%,-3%,-1.4,-3%,-6%,?,18
NC(=O)N=Nc1c(O)n(Cc2ccccc2)c2ccc(Br)cc12,-5,83%[activator],5%,?,0.4,-2%,-8%,5%,-3
O=C(O)CCC(=O)N1c2ccccc2NC2=C(C(=O)CC(c3ccc(F)cc3)C2)C1c1ccc([N+](=O)[O-])o1 (configuration not stated),-1,-9%,3%,1%,0.6,-3%,4%,2%,5
CCC(C)[C@H](NC(=O)NCc1cccs1)C(=O)OC (some centres not stated),-9,1%,-5%,-4%,-0.6,-3%,1%,0%,-9
COc1ccc(C(=O)COC(=O)CN2C(=O)C3C4CCC(C4)C3C2=O)cc1 (configuration not stated),-4,-12%,-4%,0%,1.0,-5%,?,4%,1
Cn1nnc2ccccc2c1=O,-6,-6%,11%,-2%,1.1,-3%,9%,7%,11
Cc1ncoc1C(=O)NC1CC(C)(C)Cc2c1cnn2-c1ccc(F)cc1 (configuration not stated),0,0%,-1%,4%,0.5,-4%,0%,-7%,-12
COc1cc(/C=N/n2cnnc2)ccc1OCc1ccccc1,0,0%,2%,-8%,0.5,-2%,35%,1%,1
CCN(CC)CCNC(=O)CCCNC(=O)Cn1cnc2sc(C)c(C)c2c1=O,-5,-14%,-2%,0%,0.7,-6%,?,0%,-3
COc1ccc(C(=O)CC(=O)C(=O)Nc2cccc([N+](=O)[O-])c2C)cc1,4,-15%,5%,-2%,0.5,6%,9%,1%,-21
O=C(NCCNC(=O)c1ccccc1)c1ccccc1,0,11%,-4%,1%,3.1,2%,0%,2%,4
C=CCOc1ccc(CNc2nn[nH]n2)cc1,-9,52%[activator],-2%,1%,.,-1%,5%,.,.
CCOc1ccc(NS(=O)(=O)c2ccc3c(c2)oc(=O)n3C)cc1,-8,-2%,-3%,-3%,0.3,-1%,-28%,-1%,13

# These rows are one share of the data, so the mix of outcomes need not match the whole.
